NR2E3 ag-1 – inhibitors of NR2E3-RetCOR corepressor binding, primary screen, NR2E3 agonist project, biochemical, TR-FRET, GST-NR2E3, biotin-RetCOR; inhibition of corepressor binding, % at 4.78 µM; 320,000 compounds, 0.12% hits; AID 2300, 2010; 1536-well; Photoreceptor-specific nuclear receptor (Homo sapiens), Q9Y5X4;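 active = percent inhibition above the cutoff of mean plus 3 SD of all tested compounds, set per screening campaign, cut at about 20% in these data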;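 also: 0% = DMSO wells and 100% = biotin wells as full block of FRET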
Target sequence (Q9Y5X4 whole entry, looked up): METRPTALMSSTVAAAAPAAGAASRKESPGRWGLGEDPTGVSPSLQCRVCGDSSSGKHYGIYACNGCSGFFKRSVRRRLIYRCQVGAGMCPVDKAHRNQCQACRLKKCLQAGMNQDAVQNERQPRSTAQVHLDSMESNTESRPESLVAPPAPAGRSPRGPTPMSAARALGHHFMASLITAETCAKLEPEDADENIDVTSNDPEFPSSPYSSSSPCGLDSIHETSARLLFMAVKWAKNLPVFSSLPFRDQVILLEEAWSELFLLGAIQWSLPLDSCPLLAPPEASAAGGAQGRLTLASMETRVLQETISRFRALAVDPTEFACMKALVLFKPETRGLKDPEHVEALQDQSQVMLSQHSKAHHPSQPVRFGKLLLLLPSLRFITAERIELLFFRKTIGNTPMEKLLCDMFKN
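Test system – NR2E3–RetCOR corepressor complex · Quantity – NR2E3 fusion 1.35 nM · Buffer or medium – Tris pH 7.5 · Incubation – Compound–protein incubation for 5 h at 4 °C · Technique – TR-FRET, Eu(K)-anti-GST donor, streptavidin-D2 acceptor, ex 340, em 617/671 nm · Evaluation – percent inhibition of 671/617 nm emission ratio versus biotin and DMSO controls · Plate – 1536-well format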
Shn3 3UTR inh – reduction of Shn3 3'UTR firefly luciferase signal, primary screen, Schnurri-3 inhibitor project, cell-based, Clone20 osteoblasts, set 2. AID 588674, 2011. inhibition, % at 12.5 µM. 360,000 compounds, 0.52% hits. Clone20 osteoblast Shn3 3'UTR firefly luciferase, 24 h;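 active = mean inhibition of at least 75% with every replicate also reaching 75%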;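 also: 0% = median of neutral control wells and 100% = pilot-screen positive control compound; some compounds past the cut are filed as inactive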
Vif inh – HIV Vif self-association inhibitors, primary screen, imaging, HEK293T, single point | HEK293T cells, Vif self-association by quenched fluorescence, 24 h | inhibition, % at 7.49 µM | 340,000 compounds, 0.35% hits | AID 602346, 2012; in the data active = inhibition above about 50%, passing the limit was not always enough; also: some results filed as inactive read as strong as hits
TRPM1 prom inh – inhibitors of MITF-dependent TRPM1 promoter reporter, primary screen, cell-based, SK-MEL-5, single point, luciferase; SK-MEL-5 TRPM1 promoter luciferase, 24 h; inhibition, % at 12.5 µM; 330,000 compounds, 0.83% hits;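 active = mean inhibition across replicates of 60% or more, whatever share of single replicates reaches that level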; also: values of inactives mirror those of a sister screen read the other way
Peg3 prom inh – Peg3 promoter-driven luciferase inhibitors, primary screen, cell-based, HeLa, luciferase luminescence; 360,000 compounds, 1.7% hits; HeLa PEG-Prom luciferase reporter, overnight; inhibition, % at 20 µM;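 active = inhibition of at least 50% at 20 µM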
KKLEB cytotox – cytotoxicity in KKLEB CF airway cells, primary screen, cytotoxicity control for CF NF-kB inhibitor project, cell-based, uHTS, fluorescence assay plates; KKLEB CF airway cells viability, ATPlite luminescence, overnight; stronger effect = lower value; cells stimulated with P. aeruginosa culture filtrate; activity change (cytotoxicity), % at 5 µM; 360,000 compounds, 0.36% hits; AID 602141, 2011;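 active = corrected activity change at or below -50% at 5 µM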
HIF-2a inh – HIF-2a reporter inhibitors, primary screen, luminescence, 786-0 RCC cells; 786-0 RCC cells HIF-2a reporter, luciferase luminescence, overnight; inhibition, % at 18.8 µM; 360,000 compounds, 0.72% hits; AID 624352, 2012;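 active = inhibition of the luminescence signal of 40% or more relative to plate controls, in a single-dose primary screen at 18.75 µM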
CaV13 ICDI inh – Disruptors of the CACNA1D IQ motif to Ca2+-dependent inactivation inhibitor domain association, primary screening, Förster resonance energy transfer in intact living …. HEK cells, CFP/YFP FRET ICDI-IQ, plate reader, 10 min; percent FRET-ratio fall versus neutral wells. inhibition, % at 12.3 µM. 340,000 compounds, 0.098% hits;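 active = mean replicate inhibition of at least 30% and at least 1% of replicates passing that level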;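 also: 0% = median of the neutral control wells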
PDI turbidity – inhibitors of human PDI, primary screen, biochemical, turbidity, single point, plate reader. PDI insulin aggregation turbidity, A650, 90 min. 350,000 compounds, 0.052% hits. inhibition, % at 10 µM;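 active = mean inhibition across replicates of 30% or more, whatever share of single replicates reach that level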;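 also: absorbance from insulin aggregation driven by PDI reduction with DTT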
Target sequence (P07237 whole entry, looked up): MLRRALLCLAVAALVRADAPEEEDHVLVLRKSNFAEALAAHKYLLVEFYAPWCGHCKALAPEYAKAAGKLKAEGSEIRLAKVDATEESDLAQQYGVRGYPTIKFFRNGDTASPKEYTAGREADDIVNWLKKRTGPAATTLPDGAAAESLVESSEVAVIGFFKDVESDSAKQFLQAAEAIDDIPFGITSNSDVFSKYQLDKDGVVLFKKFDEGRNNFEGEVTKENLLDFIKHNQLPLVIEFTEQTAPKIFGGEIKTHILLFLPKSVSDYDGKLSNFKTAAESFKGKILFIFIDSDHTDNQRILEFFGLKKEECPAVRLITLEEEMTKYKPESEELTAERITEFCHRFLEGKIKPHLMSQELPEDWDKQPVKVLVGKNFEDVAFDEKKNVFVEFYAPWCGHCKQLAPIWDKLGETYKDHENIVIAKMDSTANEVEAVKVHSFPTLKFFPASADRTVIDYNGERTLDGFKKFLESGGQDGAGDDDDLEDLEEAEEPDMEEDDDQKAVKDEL
NR2E3 ag-2 – NR2E3 agonists in two-hybrid cells, primary screen, cell-based, luminescence, CHO-S, Gal4-NCOR/VP16-NR2E3 | 360,000 compounds, 0.35% hits | AID 602229, 2012 | inhibition of corepressor binding, % at 3.98 µM | Photoreceptor-specific nuclear receptor (Homo sapiens), Q9Y5X4 | luciferase;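 active = inhibition above the mean of all tested compounds plus 3 SD, cut at about 70% in these data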;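 also: 0% = DMSO with NR2E3 transfected cells and 100% = cells lacking NR2E3 construct; higher means lower luciferase signal from less NR2E3 corepressor binding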
CF NFkB inh – inhibitors of PAF-induced NF-kB signaling, primary screen, cell-based, GFP fluorescence, uHTS; KKLEB NF-kB-GFP reporter, GFP fluorescence overnight; inhibition, % at 5 µM; 360,000 compounds, 0.86% hits;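 active = at least 50% inhibition at 5 µM, scaled per plate between neutral and stimulator controls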;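 also: PAF is a Pseudomonas aeruginosa culture filtrate used as stimulus; plate controls were PAF-stimulated DMSO wells for no effect and unstimulated DMSO wells for full effect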
* = called active by the depositor; / = no result given. Rows were taken by chance. Share with any hit: about 3.3%.

No.	SMILES	NR2E3 ag-1	Shn3 3UTR inh	Vif inh	TRPM1 prom inh	Peg3 prom inh	KKLEB cytotox	HIF-2a inh	CaV13 ICDI inh	PDI turbidity	NR2E3 ag-2	CF NFkB inh
1	CC(C)CC(=O)NC1(C(F)(F)F)C(=O)N(Cc2ccccc2)C2=C1C(=O)CC(C)(C)C2 (stereo unspecified)	2	49	-2	4	14	12	11	-5	1	-1	6
2	O=C(O)c1ccc(N2Cc3ccccc3C2)cc1O	-1	-34	5	-4	-7	2	-18	/	15	-29	-19
3	O=c1[nH]nc(-c2ccc(F)cc2)cc1Cc1ccccn1	1	-1	1	-6	8	-9	25	-20	3	-15	0
4	CC(C)C[C@H]1CNC(=S)N1CC1CCCN1C[C@H](CC(C)C)N1C[C@H](CC(C)C)N(CC2CCCCCC2)C1=S (stereo partly specified)	/	79	-11	11	-1	-2	1	-6	-1	-70	20
5	COc1ccc(CCC(=O)N2CCN(C3CCCCC3)CC2)cc1	3	4	-3	10	-12	3	-7	-9	0	-3	-7
6	CC(=O)c1ccc(C(=O)NC2CCCN(Cc3ccccc3F)C2)s1 (stereo unspecified)	2	-8	0	10	-7	-1	5	-4	-5	15	-8
7	O=C(Nc1cccc2cccnc12)c1csc([C@@H]2O[C@H](CO)[C@H](O)[C@H](O)[C@H]2O)n1	/	-25	1	/	-2	12	-15	-6	-4	-17	-120
8	CCC(C)NCCOc1cccc(Br)c1 (stereo unspecified)	0	3	6	3	-7	1	21	-3	8	-14	13
9	Cc1cc(=O)[nH]c2ccc(S(=O)(=O)NCc3ccccc3)cc12	1	7	-11	8	3	9	10	/	-7	2	-16
10	CCC(CC)C(=O)Nc1nnc(SCC(=O)NC2CCCCC2)s1	1	-6	10	6	1	-7	5	-3	8	27	0
11	CC(C)(C)c1ccc(C(=O)O[C@H]2[C@H](Cc3ccccc3)NS(=O)(=O)[C@H]3C[C@@H]4C=C[C@]23O4)cc1	1	10	3	16	21	-8	30	-11	8	16	-3
12	Cc1cc(NC(=O)CSc2nncc(=O)n2N)no1	2	7	2	17	6	9	14	6	-5	7	-1
13	C/C(CC(=O)NC(C)C)=N\NC(=O)COc1cc(C)c(Br)cc1Br	-3	-5	31	-4	4	11	18	-10	-5	9	-22
14	CN(c1ccccc1)S(=O)(=O)c1cccc(C(=O)NNC(=O)c2ccccc2)c1	6	62	-3	3	10	-3	10	-2	-4	29	-4
15	Cc1ccc(C)c(C(=O)COC(=O)c2cccc(N3C(=O)c4c(C)nc5ccccc5c4C3=O)c2)c1	0	-38	7	-3	1	4	-2	-5	-10	-92	4
16	CN(Cc1ccccc1)C(=O)c1nc2ccccn2c1CN1CCC(N2CCOCC2)CC1	3	-14	0	-11	-3	-9	11	-2	-2	-26	-1
17	CC(=O)c1ccc(NC(=S)Nc2ccc3[nH]c(=O)[nH]c3c2)cc1	-1	-6	2	-16	13	2	-11	-5	-2	-12	4
18	Cc1ccc(-c2nc(CS(=O)(=O)CC(=O)NCCN3CCCC3)c(C)o2)cc1	0	-4	-2	6	-22	-10	2	-3	1	21	4
19	O=C(/C=C/c1ccc([N+](=O)[O-])cc1)c1cccs1	3	-17	-15	-34	-22	7	-65	-5	-3	14	14
20	O=C(Nc1ccccc1Cl)NC1(C(=O)NCCCN2CCOCC2)CCCCC1	3	-3	0	15	-6	-4	14	-5	3	-17	5
21	CCOC(=O)C1CCCN(C(=S)NC2CCCC2)C1 (stereo unspecified)	0	-51	6	4	5	-2	20	-6	-13	-14	1
22	O=C(CSC1=NS(=O)(=O)c2cc(F)ccc2N1)Nc1ccccc1F	4	-17	2	0	-14	8	-12	-6	-1	-9	-5
23	Cc1ccc(SCC(=O)N2CCOCC2)cc1	0	-23	2	-21	-38	-11	-75	-4	-6	-18	0
24	Nc1nc(N2CCCCC2)nc2ccccc12	1	-33	-65	-12	-6	0	-69	-4	-1	-26	-8
25	CC(C)CN1CC(C)C(=O)N(c2ccccc2)C1=O (stereo unspecified)	/	-5	38	0	11	1	10	-7	-47	1	1
26	CSc1ccccc1OCc1cc(C(=O)N2CCC[C@H]2C(N)=O)no1	2	1	2	1	-6	-2	-8	-2	4	-13	-4
27	CNc1ncnc2c1ncn2[C@H]1CN(Cc2cccs2)C[C@@H](CO)O1	/	-32	14	/	0	5	8	20	2	4	2
28	CCN(CC)c1ccc(/C=N/NC(=S)NCc2ccco2)cc1	-5	23	-3	-13	20	5	-5	-2	-7	-10	9
29	O=C(NCc1ccccn1)c1nnc(Cc2ccc(Cl)cc2)o1	9	-1	3	-12	2	12	-3	-3	-3	7	9
30	CC(C)[C@H]1COCCS(=O)(=O)N1Cc1cccc(Cl)c1	5	-41	8	3	6	4	25	-4	2	2	7

(cont.)
No.	SMILES	NR2E3 ag-1	Shn3 3UTR inh	Vif inh	TRPM1 prom inh	Peg3 prom inh	KKLEB cytotox	HIF-2a inh	CaV13 ICDI inh	PDI turbidity	NR2E3 ag-2	CF NFkB inh
31	Cc1c(C(=O)c2cccc(F)c2)c2ccccn2c1CCC#N	-2	6	4	-5	6	1	16	-6	3	-16	-11
32	COc1cccc(CN(C)C(=O)CSCC(=O)Nc2cccc(C)c2)c1OC	1	21	5	-3	15	6	10	-2	-8	1	-13
33	O=C(Cn1cc(/C=N/NC(=O)c2cccc(C(F)(F)F)c2)c2ccccc21)Nc1ccc(F)cc1	0	20	-21	8	37	8	21	-7	1	-17	5
34	CCOC(=O)C1CCCN(C(=O)c2ccc(OC)cc2OC)CC1 (stereo unspecified)	/	-6	/	/	2	3	2	-2	-4	-11	-6
35	O=C(Nc1ccccc1)c1cc(C2COCCN2C(=O)c2cccs2)on1 (stereo unspecified)	/	-2	-1	/	7	-4	-2	-6	4	-20	-4
36	CN(Cc1ccc(Cl)c(Cl)c1)C(=O)C1CC(=O)N(c2ccc3c(c2)OCCO3)C1 (stereo unspecified)	/	-14	11	/	5	1	13	-12	0	-15	-6
37	CC(=O)c1ccc(OCc2cc(C(=O)N(C)Cc3ccccn3)no2)cc1	/	-96	2	-95	-215	-14	-202	/	22	-79	30
38	CCOC(=O)Sc1nc2ncncc2[nH]1	/	73	4	1	5	35	5	-5	4	-7	-7
39	CC[N+](CC)(CC#Cc1ccccc1)CC(=O)c1ccc(Cl)cc1	-1	7	-11	10	21	-8	5	-3	1	-11	-3
40	Cc1ccc(OCC(=O)O/N=C(\N)c2ccccn2)cc1C	1	-83	-2	/	-300	-9	-268	-20	6	-99	15
41	O=C(NC1CC1)c1cccc(-c2cncc3nccn23)c1	/	2	3	/	-9	6	17	-6	-6	-8	-6
42	CCc1nc2c(OCc3ccccc3C(=O)OC)cccn2c1N(C)C(=O)CC(C)C	/	0	7	/	27	-1	4	-7	14	-4	4
43	CCCNCC1C(Oc2ccc(Cl)cc2)C(=O)N1c1ccccc1C (stereo unspecified)	0	5	-5	-8	7	3	9	-4	2	-11	-15
44	CCN(CC)S(=O)(=O)c1ccc(C(=O)NNC(=O)C2COc3ccccc3O2)cc1 (stereo unspecified)	/	10	9	/	-7	0	15	-18	10	11	-4
45	O=C(NCCOc1ccccc1F)Nc1ccc(Br)cc1	1	-10	-6	-27	-195	0	-257	-4	0	-124	11
46	Cc1ccc(CCNC(=O)C2CC(=O)N(C3CCCCC3)C2)cc1 (stereo unspecified)	4	-7	-9	0	6	-11	6	-5	11	-22	3
47	COc1ccc(CN2CCN(CC3CC3)CC2CCO)c(C)c1C (stereo unspecified)	-2	3	4	-7	10	-8	14	-3	0	15	-1
48	COc1ccc(NC(=O)c2ccc(NC(=O)c3cccnc3)cc2)cc1	/	-3	4	/	6	-5	-2	-13	5	-44	-4
49	Cc1cc(C(=O)Nc2sc(C)c(C)c2C#N)c(C)o1	2	-4	4	-18	-7	0	-45	-3	-3	-19	3
50	CN1CCN(S(=O)(=O)c2cccc(C(=O)N3CCc4ccccc43)c2)CC1	-2	12	-5	11	1	4	12	-7	-3	-4	-12
51	COc1ccc(S(=O)(=O)N2CCOCC2)cc1NC(=O)CSc1cccc[n+]1[O-]	-2	0	8	2	5	4	8	-2	6	-34	-12
52	O=C(COc1ccc(S(=O)(=O)N2CCOCC2)cc1)N1CCOCC1	-3	-5	29	4	8	5	20	-6	-6	-3	-8
53	CCc1ccccc1NC(=O)CCCSc1nc2ccccc2s1	1	2	0	8	-9	-18	-8	3	-5	27	-5
54	O=C(OCCN1C(=O)CCC1=O)c1ccc(S(=O)(=O)N2CCCCC2)cc1	1	-1	0	-1	12	1	14	0	1	12	-1
55	Cc1cc(C)c2c(c1)NC(c1cc3c(cc1Br)OCO3)C1CC=CC21 (stereo unspecified)	0	-2	0	-5	19	-9	11	-6	0	-15	2
56	O=C1C=C(Nc2ccc(Cl)cc2)C(=O)N1c1ccc(Cl)cc1	1	-19	3	1	-16	4	-3	-2	-1	-2	-12
57	CSCCC(NC(=O)c1ccccc1Br)C(=O)N1CCN(C/C=C/c2ccccc2)CC1 (stereo unspecified)	/	77	-4	/	10	12	17	-17	-1	8	-12
58	CCCn1c(SCC(=O)Nc2cc(C(=O)O)ccc2C)nc2sc3c(c2c1=O)CCC3	-1	25	-12	2	-14	3	4	-2	0	1	4
59	O=C(O)[C@H]1CCCC[C@H]1C(=O)NCCNC(=O)[C@@H]1CCCC[C@@H]1C(=O)O	2	16	34	-18	7	8	2	-9	8	8	-23
60	CNS(=O)(=O)c1cccc2cccnc12	-1	-6	0	2	4	5	1	-5	8	-8	0

Continuation.
No.	SMILES	NR2E3 ag-1	Shn3 3UTR inh	Vif inh	TRPM1 prom inh	Peg3 prom inh	KKLEB cytotox	HIF-2a inh	CaV13 ICDI inh	PDI turbidity	NR2E3 ag-2	CF NFkB inh
61	COc1ccccc1-c1noc(CCCC(=O)NC2CCCCC2)n1	5	10	-1	10	10	6	30	-19	-1	2	4
62	CCOC(=O)C(C(=O)OCC)N(C#N)c1nc(SC)nc(N(C)C)n1	-3	-13	9	-11	8	2	-3	-4	2	9	-1
63	CCC(=O)c1ccc(OC(C)C(=O)NC2(C#N)CCCCC2)cc1 (stereo unspecified)	-3	-10	4	13	9	-8	8	17	1	10	2
64	CSc1nc2nc(C(F)(F)F)cc(-c3ccccc3)n2n1	-4	-14	12	-3	-2	20	12	-2	-8	-36	-5
65	Cc1nnc(SCC(=O)NCCC2=CCCCC2)[nH]c1=O	/	10	0	-4	-3	4	12	-6	-2	-33	-16
